MrgX1 antag: human MrgX1 receptor antagonism, primary screen; AID 588676; B-score at 10 µM; Q96LB2; 310,000 tested, 1.3% active; MRGX1-HEK293 calcium flux, Fluo-4, BAM8-22 antagonism; active compounds read low;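 active = calcium-response B-score plate-corrected more than 3 library SD below zero, starting fluorescence within 5 deviations, no agonist response on first addition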;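 also: peak minus trough fluorescence over baseline after final BAM8-22 challenge near maximal dose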
Target sequence (Q96LB2 whole entry, looked up): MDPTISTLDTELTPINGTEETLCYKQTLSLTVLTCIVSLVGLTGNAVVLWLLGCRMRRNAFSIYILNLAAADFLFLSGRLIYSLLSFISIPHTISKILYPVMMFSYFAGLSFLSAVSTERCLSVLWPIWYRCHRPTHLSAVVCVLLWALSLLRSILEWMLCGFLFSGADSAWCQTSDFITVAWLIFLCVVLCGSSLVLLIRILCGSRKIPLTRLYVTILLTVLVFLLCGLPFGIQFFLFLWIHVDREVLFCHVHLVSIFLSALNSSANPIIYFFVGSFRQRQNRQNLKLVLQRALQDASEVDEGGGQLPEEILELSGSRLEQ
TRPC6 activator: activators of mouse TRPC6 channel; Q61143; HEK293-TRPC6 membrane potential dye fluorescence; active compounds read high; B-score at 10 µM; 310,000 tested, 0.13% active; AID 2550;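 active = B-score of the integrated fluorescence ratio above library mean plus 3 SD, and starting fluorescence ratio within library mean plus 5 SD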;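 also: higher score means more depolarization so channel activation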
MrgX1 ag: agonists of human MrgX1 receptor | Q96LB2 | MrgX1-HEK293 cells, Fluo-4 calcium fluorescence, agonist mode; active compounds read high | B-score at 10 µM | 310,000 tested, 0.44% active;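 active = calcium response B-score plate-corrected fluorescence ratio at least 3 library SD, with starting fluorescence B-score inside 5 SD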
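System: HEK293 cells stably expressing human MrgX1 receptor; Dosing: test compound in the initial addition of three; Schedule: overnight plating, then 30 min 37 °C plus 30 min room-temperature dye loading; Detection: kinetic calcium dye fluorescence, Fluo-4 NW; Controls: per-plate positive and negative controls for Z′ factor.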
TRPC4 PAM: allosteric potentiators of mouse TRPC4 channel | B-score at 10 µM | AID 2227 | Q9QUQ5 | HEK293 TRPC4beta/mu-opioid, DAMGO EC20, Fluo-4 Ca2+ flux; active compounds read high | 310,000 tested, 0.42% active;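 active = B-score of calcium response area above 5 SD of library B-scores, with initial fluorescence ratio within 5 SD of library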;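 also: B-score of integrated fluorescence ratio over time as area under calcium response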
PolyA inh: inhibitors of polyadenylation in S. cerevisiae. S. cerevisiae SKY197-pL101 polyadenylation reporter, beta-gal luminescence; efflux-impaired pdr1/pdr3 knockout yeast; score 100 = 6 SD above DMSO. calls only at 12 µM. 300,000 tested, 0.02% active. AID 1875;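 active = lowest replicate activity score at least 50, where 100 means six control SD above control mean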;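 also: yeast exposed to compound for 9 h at 30 °C; higher score means more reporter readthrough which indicates perturbed polyadenylation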
MrgX1 PAM: human MrgX1 positive allosteric modulation, primary screen; MrgX1-HEK293, Fluo-4 calcium flux, FDSS; active compounds read high; B-score at 10 µM; 310,000 tested, 0.63% active; AID 588675;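 active = plate-corrected calcium response at least 3 library SD above typical, normal starting fluorescence, not activating the receptor alone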;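 also: compound read alongside a low EC10 to EC30 dose of BAM8-22 agonist; peak minus trough fluorescence over baseline measured at the second addition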
HIF act: HIF pathway transcriptional activation; 300,000 tested, 0.32% active; U2OS HRE-luciferase reporter, luminescence; normalized: DMSO 0%, desferrioxamine 100%; AID 1910; activation, % at 7.5 µM (by protocol);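 active = mean activation of at least 10% of the iron chelator positive control signal, with at least half of replicates also reaching 10%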
AI-2 QS modul: modulators of Vibrio harveyi AI-2 quorum sensing system | Vibrio harveyi JMH597 AI-2 luminescence/OD600 ratio, 9 h; active compounds read low; strain lacks LuxN and CqsS sensors; 0 = neutral-control median | activity change, % at 7.5 µM | 300,000 tested, 0.4% active; in the data active = activity change below about -75%, passing the limit was not always enough;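 also: luminescence divided by OD600 gain over 9 h not by final OD600 alone; inactives centre near 13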
TRPC6 inhibitor: inhibitors of mouse TRPC6 channel. HEK293-TRPC6, membrane potential dye, ACh-evoked depolarization; active compounds read low. B-score at 10 µM. 310,000 tested, 1.1% active. AID 2553;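 active = B-score under library mean minus 3 SD, initial fluorescence not abnormally high, positive integrated signal ratio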;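 also: B-score derived from integrated fluorescence ratio over the kinetic read; more negative B-score means stronger inhibition of depolarization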
TRPC4 agonist: TRPC4 (mouse) channel activation | AID 2237 | HEK293 TRPC4beta/mu-opioid, Fluo4 calcium fluorescence; active compounds read high | 310,000 tested, 0.49% active | Q9QUQ5 | B-score at 10 µM;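 active = B-score above 5 SD of library B-scores, and initial fluorescence ratio not above library mean plus 5 SD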;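 also: positive B-score marks a calcium rise read as TRPC4 activation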
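Assay system: HEK293 cells stably co-expressing mouse TRPC4beta and mu-opioid receptor / Timing: Fluo4 dye loading 45 min at room temperature, 110 s recording / Signal: Fluo4 calcium-sensitive dye fluorescence, kinetic, 1 Hz baseline / Read-out: integrated baseline-normalised fluorescence ratio, converted to per-well B score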
TRPC4 inh: inhibitors of mouse TRPC4 channel; 300,000 tested, 0.39% active; B-score at 10 µM; HEK293 TRPC4beta/mu-opioid, DAMGO-evoked Fluo4 calcium flux; active compounds read low; Q9QUQ5;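 active = B-score over 3 SD under the library average, no early fluorescence shift, positive overall ratio signal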
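material = TRPC4beta/mu-opioid receptor HEK293 cell line | probe or stimulus = sequential submaximal and maximal DAMGO stimulation | compound dosing = one concentration per compound | measured by = Fluo4 Ca2+ flux fluorescence | evaluation = integrated fluorescence ratio relative to baseline, converted to per-well B score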
* hit, by the source's call; i = inactive; nt = not tested or not shown. This is a subset; the hit share may differ from the screen's.

SMILES	MrgX1 antag	TRPC6 activator	MrgX1 ag	TRPC4 PAM	PolyA inh	MrgX1 PAM	HIF act	AI-2 QS modul	TRPC6 inhibitor	TRPC4 agonist	TRPC4 inh
COC(CNC(=O)c1ccc2c(c1)nc(C)n2-c1cccc(F)c1)OC	i	i	i	i	i	i	0.0	19	i	i	i
O=S(=O)(c1ccc2nnn(OCc3ccccc3)c2c1)N1CCOCC1	i	i	i	i	i	i	-0.4	8	i	i	i
COc1ccc(-c2nnc(SCc3ccc(C(=O)O)cc3)n2N)cc1	i	i	i	i	i	i	0.1	10	i	i	i
O=S(=O)(NC1CCCCCCC1)c1ccccc1F	i	i	i	i	i	i	-0.3	5	i	i	i
CC1(C)Cn2c(nnc2-c2cccc(O)c2)S1	i	i	i	i	i	i	0.1	28	i	i	i
CCCCN(CCCC)c1cn[nH]c(=O)c1Cl	i	i	i	i	i	i	1.1	4	-6.9*	i	i
Cc1cc(C(=O)O)ccc1NCc1cccnc1	i	i	i	i	i	i	-25	16	i	i	i
O=C(Nc1ccc2cn[nH]c2c1)c1ccc(S(=O)(=O)N2CCOCC2)cc1	i	i	i	i	i	i	-0.2	11	i	i	i
O=[N+]([O-])c1ccc(SCc2c(F)cccc2Cl)nc1	i	i	i	i	i	i	0.2	12	i	i	i
CCCCn1c(SC(C)C(N)=O)nc2cc(C(=O)OC)ccc2c1=O (stereo not drawn)	i	i	i	i	i	i	-20	12	i	i	i
Cc1nc2c(ccc3nc(NC(=O)c4ccc(S(=O)(=O)N(C)C)cc4)sc32)s1	i	i	i	i	i	i	-0.1	12	i	i	i
COC1CCN(C(=O)C2CCC(=O)N(CCc3cccc(F)c3)C2)CC1 (stereo not drawn)	i	i	i	i	i	i	0.6	45	i	i	i
CC(C)=CCCC(C)CN1CCC(n2nccc2NC(=O)c2cccnc2)CC1 (stereo not drawn)	i	i	i	i	nt	i	0.6	28	i	i	i
c1ccc(-c2[nH]ncc2CN2CCN(Cc3ccc4c(c3)OCO4)CC2)cc1	i	i	i	i	i	i	-0.3	23	i	i	i
CCCCCNC(=O)C(C)Sc1ccc(Cl)cc1 (stereo not drawn)	i	i	i	i	i	i	-0.1	30	i	i	i
COc1ccc(CNC(=O)Cn2cccc2C(=O)c2ccccc2)cc1	i	i	i	i	nt	i	2.8	13	i	i	i
CC(C)N(Cc1ccccc1)S(=O)(=O)c1ccc(F)cc1	i	i	i	i	i	i	-1.2	22	i	i	i
NC(=O)CC(NC(=O)c1ccccc1)c1ccc(NCc2ccc(F)cc2)c([N+](=O)[O-])c1 (stereo not drawn)	i	i	i	i	i	i	0.2	21	i	i	i
COc1ccc(CC(=O)Nc2c(C(N)=O)oc3ccccc23)cc1OC	i	i	i	i	i	i	-0.4	12	i	i	i
COCCCNCCCCOc1ccc(Br)cc1Cl	i	i	i	i	i	i	0.4	17	i	i	i
COc1cccc(CNc2ccc(S(N)(=O)=O)cc2)c1OC	i	i	i	i	i	i	-0.2	4	i	i	i
O=C(NCc1ccccc1)C1=C[C@H](c2coc3ccccc3c2=O)C[C@H](OCc2ccc(CO)cc2)O1	i	i	i	i	i	i	-6.3	30	i	i	i
COc1ccccc1NC(=O)c1nc[nH]c1C(=O)Nc1ccccc1OC	i	i	i	i	i	i	3.0	11	i	i	i
Cc1cc(C)nc(/N=C(\N)Nc2ccc(S(=O)(=O)Nc3nccc(C)n3)cc2)n1	i	i	i	i	i	i	0.1	33	i	i	i
CC1CCN(S(=O)(=O)c2ccc(NC(=O)CN3CCCC3)cc2)CC1	i	i	i	i	i	i	0.0	11	i	i	i
Cc1cccc(N2CCN(C(=O)c3ccc(N4CCCC4=O)cc3)CC2C)c1 (stereo not drawn)	-4.9*	i	i	i	i	i	-0.7	18	i	i	i
CCOc1ccccc1NC(=O)COC(=O)C(CC(C)C)N1C(=O)C2CC=CCC2C1=O (stereo not drawn)	i	i	i	i	i	i	-0.5	15	i	i	i
COc1cccc(OC)c1C(=O)Nc1cccc(-c2ccc3nncn3n2)c1	i	i	i	i	i	i	-0.4	5	i	i	i
CCCCn1c(=O)c(CCC(=O)OCC(=O)NCc2ccc(OC)c(OC)c2)nc2ccccc21	i	i	i	i	i	i	-0.1	23	i	i	i
CCCCNC(=O)C1CC(c2c(Cl)cccc2Cl)=NO1 (stereo not drawn)	i	i	i	i	i	i	0.0	15	i	i	i

A second format for some results above.
structure,MrgX1 antag,TRPC6 activator,MrgX1 ag,TRPC4 PAM,PolyA inh,MrgX1 PAM,HIF act,AI-2 QS modul,TRPC6 inhibitor,TRPC4 agonist,TRPC4 inh
CC1CCN(S(=O)(=O)c2ccc(NC(=O)CN3CCCC3)cc2)CC1,i,i,i,i,i,i,0.0,11,i,i,i
Cc1cccc(N2CCN(C(=O)c3ccc(N4CCCC4=O)cc3)CC2C)c1 (stereo not drawn),-4.9*,i,i,i,i,i,-0.7,18,i,i,i
CCOc1ccccc1NC(=O)COC(=O)C(CC(C)C)N1C(=O)C2CC=CCC2C1=O (stereo not drawn),i,i,i,i,i,i,-0.5,15,i,i,i

Next section:
SMILES	MrgX1 antag	TRPC6 activator	MrgX1 ag	TRPC4 PAM	PolyA inh	MrgX1 PAM	HIF act	AI-2 QS modul	TRPC6 inhibitor	TRPC4 agonist	TRPC4 inh
COC(=O)c1cccc(NS(=O)(=O)c2cccs2)c1C	i	i	i	i	i	i	0.4	13	i	i	i
CCc1cc(=O)oc2cc(C)cc(OCC(=O)NC3CCN(Cc4ccccc4)CC3)c12	i	i	i	i	i	i	0.0	27	-5.5*	i	i
CC1CC(C)CN(S(=O)(=O)N2CCC(C(=O)NCCc3ccccc3)CC2)C1 (stereo not drawn)	i	i	i	i	i	i	-0.1	10	i	i	i
COc1cccc(CC(NC(C)=O)C(=O)NC2CCN(c3nc(C)cc(C)c3C#N)CC2)c1OC (stereo not drawn)	i	i	i	i	i	i	-1.4	13	i	i	i
O=C(O)c1cccc(N2C(=O)Nc3ccccc3N2O)c1	i	i	i	i	i	i	0.0	21	i	i	i
CCOC(=O)C1(C(=O)OCC)CC1c1ccccc1 (stereo not drawn)	i	i	i	i	i	i	0.5	23	i	i	i
CCOc1ccc(N=Nc2c(=O)[nH]n3c(=O)c4c([nH]c23)CCCC4)cc1	i	i	i	i	i	i	-0.8	30	i	i	i
CCOc1cc(/C=C/c2nc3ccccc3c(=O)[nH]2)cc(Br)c1OC	i	i	i	i	i	i	-3.3	36	i	i	i
NS(=O)(=O)c1ccc(CNC(=O)CC23CC4CC(CC(C4)C2)C3)cc1	i	i	i	i	i	i	-0.4	21	i	i	i
Cc1cc(C)n(CC(=O)N/N=C/c2cccc([N+](=O)[O-])c2)n1	i	i	i	i	i	i	nt	14	i	i	i
CN(CC(=O)Nc1ccccc1Br)C(=O)c1ccc(-c2ccc(Cl)cc2)o1	i	i	i	i	i	i	0.9	44	i	i	i
O=C(O)C[C@H]1c2cc(C(F)(F)F)ccc2S(=O)(=O)N1C1CCN(Cc2ccccc2)CC1	i	i	i	i	i	i	-0.1	23	i	i	nt
Cc1ccccc1CSc1nnc(C)n1N	i	i	i	i	i	i	-0.1	6	i	i	i
Oc1ccc(-c2sc(Nc3ccccc3)n[n+]2-c2ccc(F)cc2)cc1	i	i	i	i	i	i	1.6	12	i	i	i
CC(c1cccnc1)N(CCN(C)C)C(=O)Nc1ccc(Cl)c(Cl)c1 (stereo not drawn)	i	i	i	i	i	i	-0.8	-5	i	62*	i
COc1cc(CN2CCCCCC2)cc(Br)c1O	i	i	i	i	i	i	-0.4	47	i	i	i
O=C1N=C(N2CCOCC2)S/C1=C/c1cc2c(cc1[N+](=O)[O-])OCO2	i	i	i	i	i	i	1.7	17	i	i	i
O=C(N/N=C/c1ccc([N+](=O)[O-])cc1)c1cnccn1	i	i	i	i	i	i	-0.1	24	i	i	i
N#Cc1ccccc1-n1c(N)c(C(=O)N2CCCC2)sc1=S	i	i	i	i	i	i	nt	3	i	i	i
CCOC(=O)c1oc2ccc(S(=O)(=O)n3nc(-c4ccc(C)cc4)cc3N)cc2c1C	i	i	i	i	i	i	-0.2	5	i	i	i
CC(=O)Nc1ccc2c(c1)nc(CCNC(=O)c1ccccc1)n2C	i	i	i	i	i	i	0.2	-3	i	i	i
Cc1ccc(S(=O)(=O)NCC(=O)OCC(=O)N(Cc2ccccc2)C(C)(C)C)cc1	i	i	i	i	i	i	-0.4	17	i	i	i
COc1cc(NS(=O)(=O)c2ccc(N/C=C(\C=O)c3nc4ccccc4o3)cc2)nc(OC)n1	i	i	i	i	i	i	0.0	8	i	i	i
CCCCN(C)CCN1C(=O)C2C(C(=O)Nc3cccc(OC)c3)C3C=CC2(O3)C1C(=O)NC1CCCCC1C (stereo not drawn)	i	i	i	i	i	i	-0.1	39	i	i	i
CCS(=O)(=O)N1CCN(c2ccc(C(=O)N3CCOCC3)cc2[N+](=O)[O-])CC1	i	i	i	i	nt	i	-0.4	17	i	i	i
Cc1ccc(S(=O)(=O)CC(O)COc2ccc(C#N)cc2)cc1 (stereo not drawn)	i	i	i	i	i	i	-0.4	-6	i	i	i
O=C(NCCCC(NC(=O)OCc1ccccc1)C(=O)O)OCc1ccccc1 (stereo not drawn)	i	i	i	i	i	i	-0.3	17	i	i	i
COc1cc(NC(=O)c2cccc(COCC(F)(F)C(F)F)c2)cc(OC)c1OC	i	i	i	i	i	i	-0.1	-5	i	i	i
O=C(NCc1ccccn1)c1ccc(-c2ccccc2)cc1	i	i	i	i	i	i	1.4	27	i	i	i
CC(=O)c1c(C)[nH]c(C(=O)N2CCN(c3ncccn3)CC2)c1C	i	i	i	i	i	i	0.3	34	i	i	i
CS(=O)(=O)Nc1ccc(-c2n[nH]c(=S)n2-c2ccccc2)cc1	i	i	i	i	i	i	-0.5	6	i	i	i
O=C(NCCCn1cccn1)C1CCC(=O)N(Cc2cccc(C(F)(F)F)c2)C1 (stereo not drawn)	i	i	i	i	nt	7.8*	0.0	11	i	i	i
CC1CC(Nc2ccccc2)c2ccccc2N1C(=O)c1ccco1 (stereo not drawn)	i	i	i	i	i	i	-0.2	9	i	i	i

Screens as filed in PubChem.
